INS-1E rescue: rescue of cytokine-induced death in INS-1E beta cells; AID 488910; protection from cytokine-induced ATP loss, % at 10 µM; INS-1E cytokine-induced death, ATP luminescence, 48 h; normalised: neutral wells 0, positive control 100; 20,000 compounds, 0.1% hits;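 active = mean replicate protection from cytokine-induced ATP loss at least 50% and at least 75% of replicates each reaching 50%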
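Material: INS-1E rat cells; Quantity: 8000 cells/well; Buffer or medium: phenol-red-free RPMI with 5% fetal bovine serum; Probe or stimulus: cytokine cocktail of IFN-γ, TNF-α and IL-1β; Compound dosing: single test concentration per compound, delivered by pin transfer; Incubation: 48 h co-treatment, 10 min post-lysis read; Signal: CellTiter-Glo luminescence.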
T cruzi intra: blocks T. cruzi growth inside host cells | intracellular Trypanosoma cruzi in host cells, plate reader | 22,000 compounds, 4.9% hits | activity score (inhibition), % at 5.01 µM | AID 651903; in the data active = activity score above about 55%;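 also: parasites and compound incubated about four days before reading; 0% = median of neutral control wells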
The depositor's hits bear a star; . = no result given.

SMILES	INS-1E rescue	T cruzi intra
C[C@@H]1CN([C@@H](C)CO)C(=O)c2cccc(NC(=O)Nc3ccccc3)c2O[C@H]1CN(C)CC1CCCCC1	-18	-2
CC(C)NC(=O)Nc1ccc2c(c1)CC(=O)N([C@H](C)CO)C[C@@H](C)[C@@H](CN(C)Cc1ccc(Cl)c(Cl)c1)O2	-1	31
C[C@@H]1CN([C@@H](C)CO)C(=O)c2cc(NC(=O)Cc3ccccc3)ccc2O[C@H]1CN(C)S(=O)(=O)c1ccc(Cl)cc1	-7	52
C[C@H]1CN([C@@H](C)CO)C(=O)Cc2cc(NC(=O)Nc3cccc4ccccc34)ccc2O[C@@H]1CN(C)C(=O)Nc1cccc2ccccc12	-7	-15
C[C@@H]1CN([C@H](C)CO)C(=O)CCCn2cc(nn2)CO[C@@H]1CN(C)C(=O)Nc1ccc2c(c1)OCCO2	.	-23
C[C@@H]1CN([C@H](C)CO)C(=O)c2cc(NS(C)(=O)=O)ccc2O[C@H]1CN(C)Cc1ccncc1	4	-6
C[C@H]1CN([C@@H](C)CO)C(=O)Cc2cc(NC(=O)Nc3ccccc3)ccc2O[C@H]1CN(C)Cc1ccccc1	-78	-6
O=C(N/N=C/c1cc(O)ccc1Br)c1ccccc1O	-45	-7
COC(=O)CCCCCCC(=O)N/N=C/c1ccc(Br)s1	1	-9
C[C@@H]1CN([C@H](C)CO)C(=O)c2cc(NC(=O)CCN3CCOCC3)ccc2O[C@@H]1CN(C)Cc1ccccc1	3	-24
COc1ccc(S(=O)(=O)Nc2ccc3c(c2)CC(=O)N([C@H](C)CO)C[C@H](C)[C@H](CN(C)Cc2ccc(Cl)c(Cl)c2)O3)cc1	0	40
C[C@@H]1CCCCO[C@H](CN(C)C(=O)CCC(F)(F)F)[C@@H](C)CN([C@H](C)CO)C(=O)c2cc(NC(=O)Nc3ccc4c(c3)OCO4)ccc2O1	7	27
COc1ccc(NC(=O)N(C)C[C@@H]2Oc3ccc(NC(=O)Cc4cn(C)c5ccccc45)cc3CC(=O)N([C@H](C)CO)C[C@H]2C)cc1	17	-12
CC(C)NC(=O)Nc1cccc2c1O[C@H](CN(C)Cc1ccc3c(c1)OCO3)[C@@H](C)CN([C@H](C)CO)C2=O	0	38
CC(C)NC(=O)N(C)C[C@@H]1Oc2c(NC(=O)c3ccncc3)cccc2C(=O)N([C@@H](C)CO)C[C@@H]1C	14	-2
COc1ccc(S(=O)(=O)N(C)C[C@H]2OCCCC[C@@H](C)Oc3ccc(NC(=O)Nc4ccccc4)cc3C(=O)N([C@H](C)CO)C[C@@H]2C)cc1	5	-14
C[C@@H]1CN([C@H](C)CO)C(=O)Cc2cc(NC(=O)Cn3cnnn3)ccc2O[C@H]1CN(C)Cc1ccc(-c2ccccc2)cc1	0	-13
Cc1ccc(S(=O)(=O)Nc2ccc3c(c2)C(=O)N([C@H](C)CO)C[C@H](C)[C@@H](CN(C)Cc2ccc(Cl)c(Cl)c2)O3)cc1	-7	9
Cc1ccc(S(=O)(=O)Nc2ccc3c(c2)C(=O)N([C@H](C)CO)C[C@H](C)[C@H](CN(C)C(=O)Nc2c(C)noc2C)O3)cc1	-2	-4
C[C@H](CO)N1C[C@H](C)[C@H](CN(C)Cc2ccncc2)Oc2ccc(NC(=O)Nc3cccc4ccccc34)cc2C1=O	.	-34
C[C@@H]1CN([C@@H](C)CO)C(=O)c2cc(NS(=O)(=O)c3cn(C)cn3)ccc2O[C@@H]1CN(C)Cc1ccncc1	5	5
COc1ccc(NC(=O)N(C)C[C@@H]2Oc3ccc(NC(=O)C4CC4)cc3C(=O)N([C@H](C)CO)C[C@@H]2C)cc1	-3	1
CNC[C@H]1Oc2ccc(NS(=O)(=O)c3ccccc3)cc2CC(=O)N([C@@H](C)CO)C[C@H]1C	-1	-8
COc1ccc(NC(=O)Nc2ccc3c(c2)C(=O)N([C@@H](C)CO)C[C@@H](C)[C@@H](CN(C)Cc2ccc(Oc4ccccc4)cc2)O3)cc1	-49	14
Cc1ccc(S(=O)(=O)N(C)C[C@@H]2Oc3ccc(NS(=O)(=O)c4c(C)noc4C)cc3C(=O)N([C@H](C)CO)C[C@@H]2C)cc1	-4	39
C[C@H]1CN([C@@H](C)CO)C(=O)CCCn2nncc2CO[C@H]1CN(C)C(=O)Nc1ccccc1C(F)(F)F	.	12
Cc1ccc(S(=O)(=O)Nc2ccc3c(c2)C(=O)N([C@H](C)CO)C[C@H](C)[C@@H](CN(C)C(=O)Nc2cccc4ccccc24)O3)cc1	1	1
CC(C)NC(=O)N(C)C[C@H]1Oc2c(NC(=O)C3CCCCC3)cccc2C(=O)N([C@@H](C)CO)C[C@@H]1C	12	-20
C[C@@H]1CN([C@H](C)CO)C(=O)Cc2cc(N(C)C)ccc2O[C@H]1CN(C)S(C)(=O)=O	8	-7
C[C@H]1CN([C@@H](C)CO)C(=O)c2cc(NC(=O)C3CC3)ccc2O[C@@H]1CN(C)C(=O)Nc1ccc(C(F)(F)F)cc1	0	-10
C[C@H](CO)N1C[C@H](C)[C@H](CN(C)Cc2ccc(C(=O)O)cc2)Oc2ccc(NC(=O)Nc3cccc4ccccc34)cc2C1=O	5	-4
Cc1noc(C)c1NC(=O)N(C)C[C@H]1Oc2ccc(NS(C)(=O)=O)cc2CC(=O)N([C@@H](C)CO)C[C@H]1C	17	-10
O=C(N/N=C/c1ccc(Oc2ccccc2)cc1)c1ccccn1	5	-9
C[C@H](CO)N1C[C@H](C)[C@H](CN(C)C(=O)NC2CCCCC2)Oc2c(NS(=O)(=O)c3cccs3)cccc2C1=O	1	24
CC(C)NC(=O)Nc1ccc2c(c1)C(=O)N([C@H](C)CO)C[C@H](C)[C@@H](CN(C)C(=O)Nc1ccc(C(F)(F)F)cc1)O2	3	-27
C[C@@H]1CCCCO[C@@H](CN(C)C(=O)Nc2cccc3ccccc23)[C@@H](C)CN([C@H](C)CO)C(=O)c2cc(NS(=O)(=O)c3ccccc3)ccc2O1	-11	-10
C[C@@H]1CN([C@H](C)CO)C(=O)c2cccc(NC(=O)C3CCCCC3)c2O[C@@H]1CN(C)CC1CC1	-5	-3
C[C@@H]1CN([C@H](C)CO)C(=O)Cc2cc(NC(=O)CCCCCC(=O)Nc3ccccc3N)ccc2O[C@@H]1CN(C)S(=O)(=O)c1ccc(Cl)cc1	3	10
Cc1noc(C)c1NC(=O)N(C)C[C@H]1Oc2ccc(NC(=O)c3ccncc3)cc2CC(=O)N([C@@H](C)CO)C[C@@H]1C	11	-11
COc1ccc(S(=O)(=O)N(C)C[C@H]2Oc3c(NC(=O)Nc4ccc(F)cc4)cccc3C(=O)N([C@@H](C)CO)C[C@H]2C)cc1	-12	-15
C[C@H](CO)N1C[C@H](C)[C@H](CN(C)C(=O)NC2CCCCC2)Oc2ccc(NS(=O)(=O)c3ccc(F)cc3)cc2CC1=O	-2	11
C[C@@H]1CCCCO[C@H](CN(C)C(=O)Cc2ccccc2)[C@@H](C)CN([C@H](C)CO)C(=O)c2cc(NC(=O)C3CCCCC3)ccc2O1	-3	-1
COC(=O)CCCCCCC(=O)N/N=C/c1ccc(OCC(N)=O)cc1	13	-22
Cc1noc(C)c1NC(=O)N(C)C[C@@H]1Oc2ccc(NC(=O)Nc3ccc4c(c3)OCO4)cc2C(=O)N([C@@H](C)CO)C[C@H]1C	8	-14
O=C(CCCCCCC(=O)Nc1ccccc1O)N=NC=C1C=CN(O)C=C1	3	1
C[C@@H]1CCCCO[C@H](CN(C)C(=O)C2CCCCC2)[C@@H](C)CN([C@H](C)CO)C(=O)c2cc(NC(=O)NC3CCCCC3)ccc2O1	9	-1
Cc1ccccc1CN(C)C[C@H]1OCc2cn(nn2)CCCC(=O)N([C@@H](C)CO)C[C@H]1C	.	-18
COc1ccc(S(=O)(=O)Nc2cccc3c2O[C@@H](CN(C)Cc2ccc(C(=O)Nc4ccccc4N)cc2)[C@H](C)CN([C@@H](C)CO)C3=O)cc1	-9	55
COc1ccc(S(=O)(=O)N(C)C[C@H]2OCc3cn(nn3)CCCC(=O)N([C@@H](C)CO)C[C@H]2C)cc1	.	-4
Cc1noc(C)c1NC(=O)N(C)C[C@@H]1Oc2ccc(NS(=O)(=O)c3c(C)noc3C)cc2CC(=O)N([C@H](C)CO)C[C@@H]1C	-4	-6
COc1ccc(NC(=O)N(C)C[C@@H]2Oc3c(NC(=O)c4ccncc4)cccc3C(=O)N([C@H](C)CO)C[C@@H]2C)cc1	10	21
COc1ccc(S(=O)(=O)N(C)C[C@@H]2Oc3c(NC(=O)C4CCCCC4)cccc3C(=O)N([C@@H](C)CO)C[C@H]2C)cc1	5	-7
C[C@@H]1CN([C@@H](C)CO)C(=O)c2cccc(NC(=O)c3cnccn3)c2O[C@H]1CN(C)C(=O)Nc1ccccc1	11	-3
O=C(N/N=C/C1CCCCC1)c1ccccc1O	-20	-43
Cc1ccc(S(=O)(=O)Nc2ccc3c(c2)C(=O)N([C@@H](C)CO)C[C@H](C)[C@H](CN(C)S(=O)(=O)c2cccs2)O3)cc1	-3	12
C[C@@H]1CN([C@@H](C)CO)C(=O)c2cc(NS(=O)(=O)c3cn(C)cn3)ccc2O[C@@H]1CN(C)C(=O)NC1CCCCC1	5	-18
COc1ccc(S(=O)(=O)Nc2cccc3c2O[C@H](CN(C)C(=O)Nc2ccc(C(F)(F)F)cc2)[C@@H](C)CN([C@H](C)CO)C3=O)cc1	2	0
C[C@@H]1CN([C@H](C)CO)C(=O)Cc2cc(NC(=O)C3CCCCC3)ccc2O[C@H]1CN(C)Cc1ccc(Cl)c(Cl)c1	-31	50
C[C@H]1CN([C@@H](C)CO)C(=O)Cc2cc(NS(=O)(=O)c3ccc(F)cc3)ccc2O[C@H]1CN(C)S(=O)(=O)c1ccc(Cl)cc1	5	16
C[C@H]1CN([C@@H](C)CO)C(=O)c2cccc(NC(=O)Nc3ccccc3)c2O[C@H]1CN(C)Cc1ccc(Oc2ccccc2)cc1	-10	14

Some of the entries above in another layout.
Order of results – INS-1E rescue, T cruzi intra
- C[C@@H]1CN([C@@H](C)CO)C(=O)c2cccc(NC(=O)Nc3ccccc3)c2O[C@H]1CN(C)CC1CCCCC1
    -18, -2
- CC(C)NC(=O)Nc1ccc2c(c1)CC(=O)N([C@H](C)CO)C[C@@H](C)[C@@H](CN(C)Cc1ccc(Cl)c(Cl)c1)O2
    -1, 31
- C[C@@H]1CN([C@@H](C)CO)C(=O)c2cc(NC(=O)Cc3ccccc3)ccc2O[C@H]1CN(C)S(=O)(=O)c1ccc(Cl)cc1
    -7, 52
- C[C@H]1CN([C@@H](C)CO)C(=O)Cc2cc(NC(=O)Nc3cccc4ccccc34)ccc2O[C@@H]1CN(C)C(=O)Nc1cccc2ccccc12
    -7, -15
- C[C@@H]1CN([C@H](C)CO)C(=O)CCCn2cc(nn2)CO[C@@H]1CN(C)C(=O)Nc1ccc2c(c1)OCCO2
    ., -23
- C[C@@H]1CN([C@H](C)CO)C(=O)c2cc(NS(C)(=O)=O)ccc2O[C@H]1CN(C)Cc1ccncc1
    4, -6
- C[C@H]1CN([C@@H](C)CO)C(=O)Cc2cc(NC(=O)Nc3ccccc3)ccc2O[C@H]1CN(C)Cc1ccccc1
    -78, -6
- O=C(N/N=C/c1cc(O)ccc1Br)c1ccccc1O
    -45, -7
- COC(=O)CCCCCCC(=O)N/N=C/c1ccc(Br)s1
    1, -9
- C[C@@H]1CN([C@H](C)CO)C(=O)c2cc(NC(=O)CCN3CCOCC3)ccc2O[C@@H]1CN(C)Cc1ccccc1
    3, -24

(continued)
SMILES	INS-1E rescue	T cruzi intra
C[C@@H]1CN([C@@H](C)CO)C(=O)c2cccc(NC(=O)c3nc4ccccc4s3)c2O[C@H]1CN(C)C(=O)Nc1cccc2ccccc12	-19	12
C[C@H](CO)N1C[C@H](C)[C@@H](CN(C)S(=O)(=O)c2ccc(Cl)cc2)Oc2ccc(NC(=O)Cn3cnnn3)cc2C1=O	1	-28
CC(C)NC(=O)N(C)C[C@@H]1Oc2ccc(NC(=O)Cc3ccccc3)cc2C(=O)N([C@@H](C)CO)C[C@H]1C	15	-20
COc1ccc(S(=O)(=O)Nc2cccc3c2O[C@H](CN(C)Cc2ccc(Cl)c(Cl)c2)[C@H](C)CN([C@H](C)CO)C3=O)cc1	-26	45
C[C@H](CO)N1C[C@H](C)[C@H](CN(C)C(=O)NC2CCCCC2)Oc2ccc(NS(C)(=O)=O)cc2CC1=O	6	-14
Cc1cc(C(=O)Nc2cccc3c2O[C@H](CN(C)Cc2ccc(C(=O)O)cc2)[C@H](C)CN([C@@H](C)CO)C3=O)n(C)n1	7	-10
C[C@@H]1CN([C@H](C)CO)C(=O)c2cc(NC(=O)Cc3cn(C)c4ccccc34)ccc2O[C@@H]1CN(C)S(C)(=O)=O	2	-9
C[C@@H]1CN([C@@H](C)CO)C(=O)Cc2cc(NC(=O)C3CC3)ccc2O[C@@H]1CN(C)Cc1ccc(Cl)c(Cl)c1	-22	25
Cc1noc(C)c1NC(=O)Nc1ccc2c(c1)C(=O)N([C@@H](C)CO)C[C@@H](C)[C@@H](CN(C)Cc1ccc(Oc3ccccc3)cc1)O2	-26	19
C[C@H](CO)N1C[C@H](C)[C@@H](CN(C)S(=O)(=O)c2ccc(Cl)cc2)Oc2c(NC(=O)C3CC3)cccc2C1=O	7	54
CC(C)NC(=O)N(C)C[C@H]1Oc2ccc(NC(=O)CCCCCC(=O)Nc3ccccc3N)cc2C(=O)N([C@@H](C)CO)C[C@@H]1C	-6	-26
COc1ccc(NC(=O)Nc2ccc3c(c2)C(=O)N([C@@H](C)CO)C[C@H](C)[C@@H](CN(C)S(=O)(=O)c2ccc(F)cc2)O3)cc1	1	10
